# Screens as filed in PubChem BioAssay.
# TRPC4 act = activators of mouse TRPC4 channel | AID 2237 | B-score at 10 µM | HEK293 TRPC4beta/mu-opioid, Fluo4 calcium fluorescence; stronger effect = higher value | 0.49% of 310,000 active;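 active = B-score above 5 SD of library B-scores, and initial fluorescence ratio not above library mean plus 5 SD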;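 also: positive B-score marks a calcium rise read as TRPC4 activation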
#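 Assay system: HEK293 cells stably co-expressing mouse TRPC4beta and mu-opioid receptor / Timing: Fluo4 dye loading 45 min at room temperature, 110 s recording / Signal: Fluo4 calcium-sensitive dye fluorescence, kinetic, 1 Hz baseline / Read-out: integrated baseline-normalised fluorescence ratio, converted to per-well B score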
# hERG rescue = compounds protecting human hERG from proarrhythmic drug block | CHO-hERG, FluxOR thallium flux, dofetilide IC70 present | activation (rescue from dofetilide block), less the hit threshold, % at 10 µM | 0.51% of 310,000 active;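 active = activation above the mean of controls blocked by dofetilide plus 5 SD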;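 also: thallium influx through hERG after potassium depolarization seen as dye fluorescence rise; in these data hits start at about 4.7%; inactives centre near -7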
# Dyrk1A ADPGlo = inhibitors of rat Dyrk1A kinase; ADP-Glo luminescence, NFATc1 peptide; inhibition, % at 12.5 µM; 0.43% of 310,000 active; in the data active = inhibition above about 50%;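 also: plate controls were vehicle with enzyme for no effect and no enzyme for full effect; many of its hits are not listed in these tables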
# KCNQ1 pot = human KCNQ1 channel potentiation or activation | P51787 | CHO-K1 KCNQ1, thallium flux FluxOR fluorescence; stronger effect = higher value | B-score at 10 µM | 0.35% of 310,000 active | AID 2648;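 active = fluorescence ratio B-score, a plate-corrected score, at least three library SD, with initial intensity B-score within 5 SD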
#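 Test system: CHO-K1 cells stably expressing KCNQ1 / Medium: assay buffer / Also added: depolarizing K+/Tl+ stimulus, K2SO4 and Tl2SO4 each 12.5 mM in 5x stock / Incubation: 90 min dye loading and 20 min compound exposure, both at room temperature / Signal: thallium influx via FluxOR fluorescence, kinetic imaging / Evaluation: B score of baseline-normalized fluorescence ratio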
# KCNK9 block = inhibitors of human KCNK9 two-pore domain potassium channel; 1.2% of 310,000 active; AID 488922; B-score at 10 µM; HEK293 KCNK9, FluxOR thallium flux fluorescence; stronger effect = lower value;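 active = ratio B-score over 3 SD below the library mean, with starting fluorescence within 5 SD of its mean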;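 also: negative B-score means less thallium flux so channel inhibition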
# Target sequence (Q9NPC2 whole entry, looked up, the tested form may be a part): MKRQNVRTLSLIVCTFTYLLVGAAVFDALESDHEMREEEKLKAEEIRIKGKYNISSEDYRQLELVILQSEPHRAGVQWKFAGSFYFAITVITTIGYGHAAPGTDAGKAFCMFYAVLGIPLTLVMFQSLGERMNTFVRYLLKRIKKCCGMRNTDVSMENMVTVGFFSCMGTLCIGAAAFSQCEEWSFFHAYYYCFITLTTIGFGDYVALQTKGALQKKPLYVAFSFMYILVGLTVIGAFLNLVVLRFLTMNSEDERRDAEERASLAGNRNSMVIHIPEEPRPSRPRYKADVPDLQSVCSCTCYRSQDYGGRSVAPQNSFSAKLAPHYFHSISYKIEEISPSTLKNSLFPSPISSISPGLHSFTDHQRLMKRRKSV
# TRPC4 block = inhibitors of mouse TRPC4 channel | Q9QUQ5 | HEK293 TRPC4beta/mu-opioid, DAMGO-evoked Fluo4 calcium flux; stronger effect = lower value | AID 2247 | B-score at 10 µM | 0.39% of 300,000 active;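 active = B-score over 3 SD under the library average, no early fluorescence shift, positive overall ratio signal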
#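 test system = HEK293 cells with stable TRPC4beta plus mu-opioid receptor expression | detection = Fluo4 Ca2+ flux fluorescence | read-out = integrated fluorescence ratio relative to baseline, converted to per-well B score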
# PolyA inhibitor = inhibitors of polyadenylation in S. cerevisiae; S. cerevisiae SKY197-pL101 polyadenylation reporter, beta-gal luminescence; efflux-impaired pdr1/pdr3 knockout yeast; score 100 = 6 SD above DMSO; calls only at 12 µM; 0.02% of 300,000 active;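 active = lowest replicate activity score at least 50, where 100 means six control SD above control mean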;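 also: yeast exposed to compound for 9 h at 30 °C; higher score means more reporter readthrough which indicates perturbed polyadenylation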
# Platelet DG rel = modulates dense granule release in human platelets. 0.22% of 300,000 active. inhibition, %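 (compounds screened at 7.5 µM in platelet-rich plasma)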. human platelet-rich plasma, SFLLRN dense granule ATP release, luminescence. AID 1663;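 active = mean replicate score, as percent of positive control, at or above 50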
# KCNK3 inh = human KCNK3 channel inhibition, primary screen; CHO-KCNK3 thallium flux, FluxOR fluorescence; stronger effect = lower value; B-score at 10 µM; 0.84% of 340,000 active;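 active = B-score under library mean minus 4 SD, starting fluorescence ratio at most library mean plus 5 SD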;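 also: more negative B-score means stronger inhibition of thallium flux through KCNK3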
# Target sequence (O14649 whole entry, looked up): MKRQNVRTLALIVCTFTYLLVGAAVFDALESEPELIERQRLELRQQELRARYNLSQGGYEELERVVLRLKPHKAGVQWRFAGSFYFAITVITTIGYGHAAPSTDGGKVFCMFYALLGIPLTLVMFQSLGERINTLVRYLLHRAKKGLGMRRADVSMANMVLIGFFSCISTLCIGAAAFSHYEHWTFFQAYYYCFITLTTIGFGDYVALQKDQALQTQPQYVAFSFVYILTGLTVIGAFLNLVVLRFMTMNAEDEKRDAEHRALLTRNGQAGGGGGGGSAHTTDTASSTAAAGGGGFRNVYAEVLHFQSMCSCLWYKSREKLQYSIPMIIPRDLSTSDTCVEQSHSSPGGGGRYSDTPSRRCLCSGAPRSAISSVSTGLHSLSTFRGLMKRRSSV
# TRPC4 potent = allosterically enhances the mouse TRPC4 cation channel | AID 2227 | HEK293 TRPC4beta/mu-opioid, DAMGO EC20, Fluo-4 Ca2+ flux; stronger effect = higher value | Q9QUQ5 | 0.42% of 310,000 active | B-score at 10 µM;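 active = B-score of calcium response area above 5 SD of library B-scores, with initial fluorescence ratio within 5 SD of library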;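 also: B-score of integrated fluorescence ratio over time as area under calcium response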
# KCNQ1 block = blocks the human KCNQ1 potassium channel; AID 2642; CHO-K1 KCNQ1, FluxOR thallium flux fluorescence; stronger effect = higher value; P51787; 1.3% of 310,000 active; B-score at 10 µM;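 active = compounds whose thallium flux B-score, printed positive for inhibition, exceeds three library SD while starting fluorescence stays within three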;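 also: channel opened by potassium depolarization with thallium stimulus after 20 min compound exposure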
# Active calls of the source: *; i = inactive; x = not tested or not shown. A portion of the library. The share of hits here may be higher or lower than overall.
molecule,KCNQ1 block,TRPC4 potent,hERG rescue,PolyA inhibitor,TRPC4 block,KCNQ1 pot,TRPC4 act,KCNK3 inh,Platelet DG rel,Dyrk1A ADPGlo,KCNK9 block
CCCCNC(=O)C1CCCN(S(=O)(=O)c2ccc(-n3cnnn3)cc2)C1 (configuration not stated),i,i,-3,i,i,i,i,i,5,4,i
CC(C)c1csc(CN2CCCC(CCC(=O)NCc3ccccc3F)C2)n1 (configuration not stated),i,i,-7,i,i,i,i,i,3,-53,i
O=c1c(-c2ccco2)[n+]([O-])c2ccccc2n1OCc1ccccc1,i,i,-9,i,i,i,i,i,-5,-2,i
O=C(COC(=O)c1cc(-c2cccnc2)nc2ccccc12)Nc1ccc(F)cc1F,i,i,-9,i,i,i,i,i,2,1,i
CC(=O)c1cccc(NC(=O)CCCOc2ccc(C)cc2)c1,i,i,-2,i,i,i,i,i,-13,0,i
N#CCCn1cc(C(CC(=O)c2ccc(Br)cc2)C(=O)O)c2ccccc21 (configuration not stated),i,i,1,i,i,i,i,i,-7,5,i
Cc1cc(O)c(C(=O)/C=C/c2ccc(Cl)cc2)c(=O)o1,i,i,-14,i,i,i,i,i,-7,7,i
CC(C)N1CCc2c(sc(NC(=O)c3cc(-c4cccs4)nc4ccccc34)c2C(N)=O)C1,i,i,-47,i,i,i,i,i,1,0,-6.9*
Cc1sc(NC(=O)CCl)c(C(=O)c2ccccc2)c1C,i,i,-5,i,i,i,i,i,2,1,i
CCOC(=O)CCCN1CC(O)=C(c2nc(-c3ccc(Cl)cc3)cs2)C1=N,i,i,-10,x,i,i,i,i,x,x,i
CCN(c1cccc(C)c1)S(=O)(=O)c1ccc2c(c1)NC(=O)CS2,i,i,-9,i,i,i,i,i,6,8,i
COc1ccc(NC(=O)c2cc(=O)[nH]c3ccccc23)cc1,i,i,-5,i,i,i,i,i,0,-4,i
CC(SCC(=O)Nc1ccc(S(=O)(=O)N2CCCCC2)cc1)C(=O)O (configuration not stated),i,i,-10,i,i,i,i,i,3,13,i
OC(CSc1ccccc1Cl)CN1CCN(c2ccccc2F)CC1 (configuration not stated),i,i,-17,i,i,i,i,i,1,-8,i
Cc1ccc(Nc2nc(-c3ccc(S(=O)(=O)N4CCOCC4)cc3)cs2)cc1Cl,i,i,-10,i,i,i,i,i,0,-5,i
NNC(=O)c1c[nH]c2ccc(OCc3ccccc3)cc12,i,i,-5,i,i,i,i,i,12,x,i
COc1cc(C)c(CNc2cc(C)cc(C)c2)cc1C,i,i,-9,i,i,i,i,i,1,-5,i
CC(C)CN(C(=O)CN(C)C(=O)Cc1ccc(Cl)cc1)c1c(N)n(CC(C)C)c(=O)[nH]c1=O,i,i,-8,i,i,i,i,i,-5,9,i
CCOc1ccc2nc(N3CCCC(C(=O)NCCCN4CCOCC4)C3)sc2c1 (configuration not stated),i,i,-9,i,i,i,i,i,2,0,i
Cc1cc(NC(=O)C2Oc3ccccc3OC2C)no1 (configuration not stated),i,i,3,i,i,i,i,i,2,2,i
CC(Cc1cccs1)NC(=O)Nc1cccc(Cl)c1 (configuration not stated),9*,i,-7,i,i,i,i,-11*,-2,8,-18*
COc1ccc(/C=N/N2CCN(C3c4ccccc4-c4ccccc43)CC2)cc1OC,i,i,-17,i,i,i,i,i,-10,0,i
Cc1ccc(S(=O)(=O)NCC(=O)OCC(=O)N2N=C(c3ccc(Cl)cc3)CC2c2ccco2)cc1C (configuration not stated),i,i,-1,i,i,i,i,i,1,1,i
CCN(CC)C(=O)CN(C#N)c1nc(NC(C)C)nc(NC(C)C)n1,i,i,-4,i,i,i,i,i,1,2,i
COC(=O)c1ccc(Cn2nnc3c(=O)[nH]c(C4CCN(S(=O)(=O)c5cc(C)ccc5C)CC4)nc32)cc1,i,i,-10,i,i,i,i,i,0,-4,i
CCOc1ccc(CSC(=N)N)cc1[N+](=O)[O-],i,i,-14,i,i,i,77*,i,-4,12,i
CCc1cccc(NC(=O)CCc2nc3sc4c(c3c(=O)[nH]2)CCCC4)c1,i,i,-11,i,i,i,i,i,3,1,i
O=c1[nH]c(-c2ccccc2)c(-c2ccccc2)nc1[N+](=O)[O-],i,i,-2,i,i,i,i,i,22,3,i
CCOC(=O)CSc1snnc1-c1ccccc1,i,i,-6,i,i,i,i,i,-5,11,i
CCOC(=O)N1CCN(C(=O)CSc2nc3c([nH]c4ccccc43)c(=O)n2CCOC)CC1,i,i,-14,i,i,i,i,i,34,5,i
CC(C)(c1ccc(O)cc1)c1ccc(O)cc1,i,i,-7,i,i,i,i,i,2,1,i
Cc1oc(-c2ccccc2F)nc1CS(=O)(=O)CC(=O)NCc1ccccc1Cl,i,i,-10,i,i,i,i,i,2,0,i
O=C(NC(=O)c1ccc(C(F)(F)F)cc1)Nc1ccc(-c2cnco2)cc1,i,i,-5,i,i,i,i,i,-8,-4,i
Cn1nc(-c2ccccc2)c2ncc(C(F)(F)F)cc21,i,i,-9,i,i,i,i,i,1,-1,i
COc1ccc(S(=O)(=O)N2CCC(C(=O)NCCC(=O)Nc3nccs3)CC2)cc1,i,i,-3,i,i,i,i,i,1,2,i
COc1nc(NC23CC4CC(CC(C4)C2)C3)nc(OC)n1,i,i,-6,i,i,i,i,i,5,-2,i
CC12CCC(=O)N1C(C(=O)Nc1ccccc1N1CCOCC1)CS2 (configuration not stated),i,i,-13,i,i,i,i,i,-3,12,i
CC(C)[C@H](NC(=O)NCCc1ccc(Cl)cc1)C(=O)O,i,i,-7,i,i,i,i,i,14,3,i
CCc1cc2c(=O)c(-c3nc4ccccc4n3C)c(CCCC(=O)O)oc2cc1OC(=O)C(C)(C)C,i,i,-13,i,i,i,i,i,-4,-4,i
COc1ccc(N2CCN(C(=O)c3oc4c(c3C)C(=O)CCC4)CC2)cc1,i,i,-3,i,i,i,i,i,-2,5,i
O=C(Nc1ccc(NC(=O)c2cc([N+](=O)[O-])ccc2N2CCOCC2)cc1)c1cccs1,i,i,-10,i,i,i,i,i,8,7,i
c1ccc2c(c1)oc1c(N3CCOCC3)ncnc12,i,i,-7,i,i,i,i,i,-8,5,i
COc1ccc(N2CCN(C(=O)C(OC(C)=O)c3ccccc3)CC2)cc1 (configuration not stated),i,i,-15,i,i,i,i,i,8,1,i
Cc1ccc[n+](Cc2ccc([N+](=O)[O-])cc2)c1,i,i,-13,i,i,i,i,i,1,-5,i
O=C1Nc2ccccc2C12OCCS2 (configuration not stated),i,i,-15,i,i,i,i,x,-1,x,i
CSCCC(CO)NC(=O)OCc1ccccc1 (configuration not stated),i,i,-9,i,i,i,i,i,-2,-7,i
Nc1nc(N)c2[nH]cnc2n1,i,i,-8,i,i,i,i,x,-4,x,i
Nc1ccnn1Cc1cccs1,i,i,-9,i,i,i,i,i,-10,-1,i
Cc1ccc(/C(O)=C/C(=O)C(=O)NC23CC4CC(CC(C4)C2)C3)cc1,i,i,8.5*,i,i,15*,i,i,-2,5,i
N#CC1=C(N)Oc2ccc3ccccc3c2C1c1cccnc1 (configuration not stated),i,i,4.9*,i,i,i,i,i,11,11,i
COC(=O)c1sc(=S)sc1C(=O)OC,i,i,-1,i,i,i,i,i,-8,2,i
Cc1cc(NC(=O)Cc2ccccc2)nc2c1c(=O)oc1ccccc12,i,i,-11,i,i,i,i,i,-2,0,i
Cc1[nH]c2ccccc2c1CCNC(=O)c1ccc2c(c1[N+](=O)[O-])C(=O)c1ccccc1C2=O,i,i,-27,i,i,i,i,i,-1,2,i
Cc1cc(C)n2c(SCc3nnc(-c4cccs4)o3)nnc2n1,i,i,-11,i,i,i,i,i,3,0,i
Cc1cc(NC(C)C)n2c(nc3ccccc32)c1C#N,i,i,-6,i,i,i,i,i,-2,x,i
C=CCn1nnnc1-c1cccc(Cl)c1,i,i,-3,i,i,i,i,i,-7,-5,i
Cc1ccc(NC(=O)CCS(=O)(=O)c2ccccc2)cc1S(=O)(=O)N1CCOCC1,i,i,-9,i,i,i,i,i,-5,3,i
c1ccc(Nc2nc(N3CCOCC3)nc(N3CCOCC3)n2)cc1,i,i,-11,i,i,i,i,i,-3,0,i
CCOC(=O)c1c(C)[nH]c(C)c1S(=O)(=O)Nc1ccc(CN2CCCCC2)cc1,i,i,-8,i,i,i,i,i,3,3,i
Cc1c(C(=O)C(=O)N2c3ccccc3CC2C)c2ccccc2n1C (configuration not stated),i,i,-10,i,i,i,i,i,-19,3,i

# More compounds follow.
molecule,KCNQ1 block,TRPC4 potent,hERG rescue,PolyA inhibitor,TRPC4 block,KCNQ1 pot,TRPC4 act,KCNK3 inh,Platelet DG rel,Dyrk1A ADPGlo,KCNK9 block
Cc1cccc(NC(=O)c2ccc3c(c2)OCCO3)c1C,i,i,-8,i,i,i,i,i,-7,9,i
COc1cccc(CNC(=O)c2cc3c(C)nc4ccccc4c3o2)c1,i,i,-14,i,i,i,i,i,-32,-4,i
CCCCCNC(=O)Cn1c(=O)c2c(ncn2CC(C)C)n(Cc2ccccc2)c1=O,i,i,-10,i,i,i,i,i,-6,3,i
C=CCn1cnc2c(nnn2-c2cc(C)cc(C)c2)c1=O,i,i,-9,i,i,i,i,i,0,x,i
CC(C)=CCc1c(O)c(CC=C(C)C)c2c(c1O)-c1cc(O)c(O)cc1CC2,i,i,-25,x,i,i,i,x,-4,x,i
CC(=O)Nc1ccc(S(=O)(=O)NNC2=NS(=O)(=O)c3ccccc32)cc1,i,i,1,i,i,i,i,i,-1,1,i

# At a glance, some entries already given.
molecule,KCNQ1 block,TRPC4 potent,hERG rescue,PolyA inhibitor,TRPC4 block,KCNQ1 pot,TRPC4 act,KCNK3 inh,Platelet DG rel,Dyrk1A ADPGlo,KCNK9 block
O=C1Nc2ccccc2C12OCCS2 (configuration not stated),i,i,-15,i,i,i,i,x,-1,x,i
CSCCC(CO)NC(=O)OCc1ccccc1 (configuration not stated),i,i,-9,i,i,i,i,i,-2,-7,i
